ADAM10 inh: ADAM10 inhibition, QFRET primary screen; recombinant ADAM10, EDANS/DABCYL FRET peptide cleavage, 3 h; AID 720582; inhibition, % at 7 µM; 370,000 tested, 0.62% active; O14672;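 active means inhibition above a per-campaign cutoff equal to the mean of compounds falling between control-based bounds plus 3 SD, cut at about 20% in these data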;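 further: 0% = DMSO wells while the 100% control is not disclosed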
LEDGF integ inh: blocks HIV-1 LEDGF/p75-dependent DNA integration; 370,000 tested, 0.64% active; inhibition, % at 3.7 µM; AID 743269; TR-FRET IN-LEDGF/p75 DNA integration, Eu/Cy5;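 active means inhibition above the screen-wide mean plus 3 SD, cut at about 13% in these data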;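 further: signal is the Cy5 over europium emission ratio at 671 and 618 nm; 0% = plate median of compound wells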
ADAM17 inh: ADAM17 inhibition, QFRET primary screen; AID 720648; 370,000 tested, 0.83% active; recombinant ADAM17, EDANS/DABCYL FRET peptide cleavage; inhibition, % at 6.95 µM;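 active means inhibition above the mean of compounds lying between control limits plus 3 SD, set per campaign, cut at about 8.5% in these data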;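 further: 0% = DMSO-only wells as the low control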
Target sequence (P78536 215-824 limits assumed): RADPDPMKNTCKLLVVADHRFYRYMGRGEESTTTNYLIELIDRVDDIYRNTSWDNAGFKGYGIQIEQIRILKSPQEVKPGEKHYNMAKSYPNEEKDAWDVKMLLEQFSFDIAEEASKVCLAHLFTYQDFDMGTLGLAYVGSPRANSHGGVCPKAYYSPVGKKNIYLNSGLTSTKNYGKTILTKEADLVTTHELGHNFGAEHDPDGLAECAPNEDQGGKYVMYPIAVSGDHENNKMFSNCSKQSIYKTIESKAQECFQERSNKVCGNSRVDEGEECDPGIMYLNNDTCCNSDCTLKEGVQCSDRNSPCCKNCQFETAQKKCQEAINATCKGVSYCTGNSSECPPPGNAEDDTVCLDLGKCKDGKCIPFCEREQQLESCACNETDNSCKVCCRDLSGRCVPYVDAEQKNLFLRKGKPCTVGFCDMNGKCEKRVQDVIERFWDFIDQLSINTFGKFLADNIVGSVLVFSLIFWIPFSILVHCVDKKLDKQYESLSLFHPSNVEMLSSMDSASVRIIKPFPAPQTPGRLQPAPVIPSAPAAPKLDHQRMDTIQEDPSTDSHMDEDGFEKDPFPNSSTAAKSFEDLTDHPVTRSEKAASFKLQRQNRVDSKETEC
PLCg1 inh: PLC-gamma1 (human) inhibition, primary screen | P19174 | inhibition, % at 12.2 µM | AID 720700 | purified PLC-gamma1, fluorogenic substrate, fluorescence | 370,000 tested, 0.84% active; in the data active means inhibition above about 9.5%
KLK7 zymogen act: proKLK7 (human) activation, primary screen; P49862; purified proKLK7, EDANS-DABCYL substrate fluorescence; 100% is mature enzyme control, 0% vehicle; activation, % at 7 µM; 370,000 tested, 0.9% active; AID 652039;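 active means activation above the mean of all tested compounds plus 3 SD, computed per campaign excluding outliers beyond control limits, cut at about 13% in these data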
Tn7 DDE FP: disrupts Tn7 cyclic peptide binding to fibrin D-Dimer-E complex. 370,000 tested, 0.13% active. FP displacement of FITC-Tn7 peptide from fibrin DD(E); 0% = median of compound wells per plate. inhibition, % at 8.3 µM;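 active means inhibition above the mean of compounds falling within the control limits plus 3 SD of them, cut at about 14% in these data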;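 further: 0% = plate median of compound wells and 100% = 10 µM Aha-Tn7 peptide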
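system = human fibrin DD(E) protein | quantity = DD(E) 2 µM final | medium = Tris/NaCl/CaCl2 buffer, pH 7.8 | also added = labelled Tn7 tracer, 0.1 µM | compound dosing = single point at 8.3 µM | timing = compound with protein 10 min, then 3 h after probe, room temperature | signal = FP measurement | benchmarks = Aha-Tn7 high control | repeats = one replicate per compound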
ASAP1 GAP inh: ASAP1 ArfGAP inhibition; 360,000 tested, 0.19% active; ASAP1-stimulated ARF1 GTP hydrolysis, GDP FP detection; inhibition, % at 16.5 µM; in the data active means inhibition above about 25%;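 further: 0% = vehicle with enzyme and substrate and 100% = no enzyme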
ARFGAP1 inh: inhibitors of rat ARFGAP1; 360,000 tested, 0.26% active; AID 651572; Q62848; Arfgap1-stimulated ARF1 GTP hydrolysis, GDP FP detection; inhibition, % at 16.5 µM;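 active means inhibition above a per-plate limit, mean inhibition of low control wells plus 3 SD, cut at about 25% in these data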;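 further: 0% = DMSO wells with enzyme and 100% = wells lacking Arfgap1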
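System: truncated rat Arfgap1 GAP domain / Benchmarks: high control wells lacking Arfgap1, low control full reaction with DMSO / Times: compound-enzyme preincubation 20 min, reaction 120 min, detection 60 min, 25 °C / Repeats: one replicate per compound / Also added: human ARF1(Δ1-17)-GTP substrate / Measured by: Tracer-displacement fluorescence polarization with EDTA stop, 620/688 nm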
DDE Tn6 FP inh: DD(E)-Tn6 binding inhibition, primary FP screen | P02675 | Fibrin DD(E) TRITC-Tn6 fluorescence polarization displacement | inhibition, % at 8.3 µM | 370,000 tested, 0.21% active | AID 720509;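 active means inhibition above a per-campaign cutoff: mean of compounds within control limits plus 3 SD, cut at about 15% in these data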;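 further: 0% = median of all compound wells on the plate and 100% = blocking peptide control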
TDP2 absorb: blocks human TDP2 phosphodiesterase activity; O95551; recombinant TDP2, T5PNP hydrolysis, p-nitrophenol absorbance 415 nm; inhibition, % at 12.8 µM; 370,000 tested, 0.34% active; AID 720702;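 active means inhibition above the mean of all tested compounds plus 3 SD, set per campaign, cut at about 25% in these data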;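 further: 0% = DMSO with enzyme and 100% = buffer with substrate but no TDP2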
Target sequence (O95551 whole entry, looked up): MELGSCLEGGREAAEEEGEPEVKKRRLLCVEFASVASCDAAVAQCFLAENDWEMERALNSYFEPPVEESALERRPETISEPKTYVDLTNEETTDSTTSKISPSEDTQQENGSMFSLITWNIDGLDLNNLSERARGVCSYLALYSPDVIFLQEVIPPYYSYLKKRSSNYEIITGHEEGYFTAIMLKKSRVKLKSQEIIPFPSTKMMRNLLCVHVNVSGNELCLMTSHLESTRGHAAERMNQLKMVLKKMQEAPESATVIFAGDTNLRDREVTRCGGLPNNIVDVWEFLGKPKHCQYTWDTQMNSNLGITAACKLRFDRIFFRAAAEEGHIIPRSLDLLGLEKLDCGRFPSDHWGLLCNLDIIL
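Evaluation: % inhibition relative to enzyme-containing and enzyme-free wells. Material: recombinant human TDP2. Benchmarks: enzyme-free and DMSO wells. Timing: enzyme reaction with compound for 2 h at 37 °C. Compound dosing: 12.8 µM only. Measured by: p-Nitrophenol epi absorbance. Reagent: T5PNP substrate at 5 mM, a TopII-DNA adduct mimic. Replication: single well per compound.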
Numbers without * were called inactive.

`Cc1ccc(-n2ncc(C(=O)Nc3cc(Cl)cc(Cl)c3)c2C2CCNCC2)cc1C` gave ADAM10 inh -3, LEDGF integ inh 1, ADAM17 inh 1, PLCg1 inh 9.8*, KLK7 zymogen act 0.3, Tn7 DDE FP 0, ASAP1 GAP inh -5, ARFGAP1 inh -3, DDE Tn6 FP inh 1 and TDP2 absorb -4.
CCN(CC(=O)Nc1ccc(OC)cc1)CC(=O)Nc1ccc(Cl)cc1F was read as ADAM10 inh -5, LEDGF integ inh -2, ADAM17 inh -3, PLCg1 inh 0, KLK7 zymogen act -0.1, Tn7 DDE FP 0, ASAP1 GAP inh -10, ARFGAP1 inh 6, DDE Tn6 FP inh -7 and TDP2 absorb -2.
For COc1ccccc1CNC(=S)NC1CCCC1 the results were ADAM10 inh 4, LEDGF integ inh 0, ADAM17 inh 4, PLCg1 inh 3, KLK7 zymogen act -0.1, Tn7 DDE FP -4, ASAP1 GAP inh 0, ARFGAP1 inh 5, DDE Tn6 FP inh -1 and TDP2 absorb 3.
For CCN(CC(=O)NCc1ccc(Cl)cc1)C(=O)/C=C/c1cccs1 the results were ADAM10 inh 13, LEDGF integ inh 2, ADAM17 inh -3, PLCg1 inh 2, KLK7 zymogen act 0.6, Tn7 DDE FP 1, ASAP1 GAP inh -5, ARFGAP1 inh 0, DDE Tn6 FP inh -3 and TDP2 absorb -8.
`CC1Cn2c(nc3c2c(=O)[nH]c(=O)n3C)O1` (configuration not stated) gave ADAM10 inh -9, LEDGF integ inh 1, ADAM17 inh 0, PLCg1 inh 2, KLK7 zymogen act -0.3, Tn7 DDE FP -1, ASAP1 GAP inh -17, ARFGAP1 inh 0, DDE Tn6 FP inh 1 and TDP2 absorb 0.
CCOC(=O)c1c(NC(=O)CN2C(=O)NC3(CCCCC3C)C2=O)sc(C(=O)N(C)C)c1C (configuration not stated) was read as ADAM10 inh 6, LEDGF integ inh 1, ADAM17 inh 4, PLCg1 inh -1, KLK7 zymogen act 0.4, Tn7 DDE FP 2, ASAP1 GAP inh 0, ARFGAP1 inh -7, DDE Tn6 FP inh -2 and TDP2 absorb -10.
Screening Cc1cscc1-c1cc2nc(NCCCN(C)C)n(C)c(=O)c2s1 returned ADAM10 inh -37, LEDGF integ inh -6, ADAM17 inh -6, PLCg1 inh -5, KLK7 zymogen act 1.0, Tn7 DDE FP 4, ASAP1 GAP inh -6, ARFGAP1 inh -13, DDE Tn6 FP inh 4 and TDP2 absorb 1.
For O=S(=O)(c1ccc(OCC(O)CN2CCCC2)cc1)N1CCOCC1 (configuration not stated) the results were ADAM10 inh 0, LEDGF integ inh -2, ADAM17 inh -1, PLCg1 inh -1, KLK7 zymogen act 0.6, Tn7 DDE FP -1, ASAP1 GAP inh 1, ARFGAP1 inh 5, DDE Tn6 FP inh 5 and TDP2 absorb -2.
O=[N+]([O-])/C=C/c1cn(Cc2ccccc2)c2ccccc12 was read as ADAM10 inh 13, LEDGF integ inh 0, ADAM17 inh 6, PLCg1 inh 0, KLK7 zymogen act -5.0, Tn7 DDE FP -5, ASAP1 GAP inh 13, ARFGAP1 inh 4, DDE Tn6 FP inh -4 and TDP2 absorb -1.
Screening CCCCn1c(N)c(N(Cc2ccccc2OC)C(=O)C(C)Oc2ccc(F)cc2)c(=O)[nH]c1=O (configuration not stated) returned ADAM10 inh -12, LEDGF integ inh -4, ADAM17 inh -4, PLCg1 inh 7, KLK7 zymogen act 0.4, Tn7 DDE FP -5, ASAP1 GAP inh -19, ARFGAP1 inh 1, DDE Tn6 FP inh 4 and TDP2 absorb 6.
`NC(=O)c1cc(S(=O)(=O)NCc2cccc(Br)c2)cs1` gave ADAM10 inh -17, LEDGF integ inh -2, ADAM17 inh 0, PLCg1 inh 0, KLK7 zymogen act 0.8, Tn7 DDE FP -7, ASAP1 GAP inh 4, ARFGAP1 inh 4, DDE Tn6 FP inh -18 and TDP2 absorb -20.
Screening CN(C)CCNC(=O)CNC(=S)N(CCCN1CCOCC1)Cc1cccs1 returned ADAM10 inh 3, LEDGF integ inh 1, ADAM17 inh -3, PLCg1 inh 0, KLK7 zymogen act 1.2, Tn7 DDE FP 5, ASAP1 GAP inh 6, ARFGAP1 inh -1, DDE Tn6 FP inh -3 and TDP2 absorb 8.
`C=CCOc1c(CNc2cccc(C(=O)O)c2)cccc1OCC` gave ADAM10 inh -112, LEDGF integ inh 0, ADAM17 inh -37, PLCg1 inh -25, KLK7 zymogen act -1.2, Tn7 DDE FP -2, ASAP1 GAP inh -3, ARFGAP1 inh -11, DDE Tn6 FP inh 5 and TDP2 absorb 7.
Screening CCc1ccc(NC(=O)CSc2nnc(-c3cnccn3)n2C)cc1 returned ADAM10 inh -8, LEDGF integ inh -1, ADAM17 inh -4, PLCg1 inh 2, KLK7 zymogen act -0.6, Tn7 DDE FP 0, ASAP1 GAP inh -9, ARFGAP1 inh 7, DDE Tn6 FP inh 4 and TDP2 absorb -1.
`O=C(COc1ccc(Br)cc1Br)NC(=S)Nc1cccc(CO)c1` gave ADAM10 inh -2, LEDGF integ inh 3, ADAM17 inh 2, PLCg1 inh 3, KLK7 zymogen act -1.8, Tn7 DDE FP 2, ASAP1 GAP inh -2, ARFGAP1 inh -12, DDE Tn6 FP inh 4 and TDP2 absorb -5.
For O=C1OCc2cc(-n3cccc3)ccc21 the results were ADAM10 inh -8, LEDGF integ inh -4, ADAM17 inh -6, PLCg1 inh -5, KLK7 zymogen act 0.1, Tn7 DDE FP 0, ASAP1 GAP inh 7, ARFGAP1 inh -7, DDE Tn6 FP inh -2 and TDP2 absorb 5.
`O=C(CCN=C1NS(=O)(=O)c2ccccc21)OCC(=O)c1ccc(F)c(F)c1` gave ADAM10 inh 8, LEDGF integ inh 0, ADAM17 inh -1, PLCg1 inh 4, KLK7 zymogen act -0.1, Tn7 DDE FP 7, ASAP1 GAP inh -12, ARFGAP1 inh -5, DDE Tn6 FP inh 2 and TDP2 absorb -1.
For COC(=O)c1c(-c2c(Cl)cccc2Cl)noc1NC(=O)NN1CCCCC1 the results were ADAM10 inh 5, LEDGF integ inh 2, ADAM17 inh 2, PLCg1 inh 0, KLK7 zymogen act 0.4, Tn7 DDE FP -7, ASAP1 GAP inh 2, ARFGAP1 inh -2, DDE Tn6 FP inh -4 and TDP2 absorb -4.
For CCOC(=O)N1CCC(=NNC(N)=O)CC1 the results were ADAM10 inh -6, LEDGF integ inh 2, ADAM17 inh -3, PLCg1 inh -1, KLK7 zymogen act -0.6, Tn7 DDE FP 0, ASAP1 GAP inh -6, ARFGAP1 inh -19, DDE Tn6 FP inh -7 and TDP2 absorb -2.
`O=C(COc1ccc(Br)cc1)NCCCN1CCCC1=O` gave ADAM10 inh -4, LEDGF integ inh -2, ADAM17 inh 3, PLCg1 inh 1, KLK7 zymogen act 0.1, Tn7 DDE FP 3, ASAP1 GAP inh 3, ARFGAP1 inh 8, DDE Tn6 FP inh -6 and TDP2 absorb -8.
`CCOc1ccc(S(=O)(=O)N2CCCC(C(=O)NCc3cccnc3)C2)cc1C` (configuration not stated) gave ADAM10 inh 0, LEDGF integ inh 1, ADAM17 inh -1, PLCg1 inh -1, KLK7 zymogen act 0.1, Tn7 DDE FP 7, ASAP1 GAP inh 3, ARFGAP1 inh -1, DDE Tn6 FP inh 11 and TDP2 absorb 8.
`O=C(CCNC(=O)c1ccco1)Nc1cccc(Br)c1` gave ADAM10 inh 1, LEDGF integ inh -2, ADAM17 inh -4, PLCg1 inh 0, KLK7 zymogen act -0.1, Tn7 DDE FP 4, ASAP1 GAP inh -2, ARFGAP1 inh 2, DDE Tn6 FP inh 7 and TDP2 absorb 1.
For Cc1cc2sc(NC(=O)c3ccco3)nc2cc1Cl the results were ADAM10 inh -7, LEDGF integ inh -1, ADAM17 inh -2, PLCg1 inh -6, KLK7 zymogen act 0.0, Tn7 DDE FP -12, ASAP1 GAP inh -3, ARFGAP1 inh 2, DDE Tn6 FP inh -2 and TDP2 absorb 1.
Screening COC(=O)C1(C(=O)OC)C[C@H](/C=C/c2ccccc2)N(Cc2ccccc2OC)[C@@H]1c1cccc(Br)c1 returned ADAM10 inh -1, LEDGF integ inh 0, ADAM17 inh -1, PLCg1 inh -7, KLK7 zymogen act 0.0, Tn7 DDE FP 1, ASAP1 GAP inh -4, ARFGAP1 inh 14, DDE Tn6 FP inh -1 and TDP2 absorb 4.
For CCCn1c(=O)c2ccccc2n2c(SCc3nc4ccccc4s3)nnc12 the results were ADAM10 inh -14, LEDGF integ inh 0, ADAM17 inh -7, PLCg1 inh -10, KLK7 zymogen act -0.3, Tn7 DDE FP 4, ASAP1 GAP inh -10, ARFGAP1 inh 6, DDE Tn6 FP inh 1 and TDP2 absorb 2.
Screening Cc1ccc(OCC(=O)c2cc(C)n(-c3ccccc3)c2C)c([N+](=O)[O-])n1 returned ADAM10 inh -10, LEDGF integ inh 1, ADAM17 inh -5, PLCg1 inh -7, KLK7 zymogen act 0.7, Tn7 DDE FP 1, ASAP1 GAP inh 7, ARFGAP1 inh 6, DDE Tn6 FP inh -1 and TDP2 absorb 5.
CCOC(=O)C1CCN(CC(=O)Nc2ccc(OC)c(S(=O)(=O)N3CCCCC3)c2)CC1 was read as ADAM10 inh -14, LEDGF integ inh -3, ADAM17 inh -5, PLCg1 inh 0, KLK7 zymogen act 1.0, Tn7 DDE FP 8, ASAP1 GAP inh -3, ARFGAP1 inh 4, DDE Tn6 FP inh -6 and TDP2 absorb -4.
`CCc1ccc(OCC(=O)Nc2ccc(S(=O)(=O)N3CCCC3)cc2)c(Br)c1` gave ADAM10 inh 2, LEDGF integ inh -2, ADAM17 inh -1, PLCg1 inh -1, KLK7 zymogen act 0.0, Tn7 DDE FP 1, ASAP1 GAP inh 7, ARFGAP1 inh 8, DDE Tn6 FP inh 2 and TDP2 absorb 8.
For O=C(NNC(=O)c1n[nH]c(=O)c2ccccc12)c1ccc(Br)cc1 the results were ADAM10 inh -8, LEDGF integ inh -3, ADAM17 inh -7, PLCg1 inh 0, KLK7 zymogen act -0.7, Tn7 DDE FP -4, ASAP1 GAP inh -20, ARFGAP1 inh 1, DDE Tn6 FP inh -4 and TDP2 absorb 5.

High-throughput results from PubChem BioAssay.
